HKDC1 inhibitor: blocks human hexokinase HKDC1 activity; 0.16% of 340,000 active; inhibition, % at 20 µM; AID 493160; Q2TB90; recombinant HKDC1, G6PDH/diaphorase resazurin coupled fluorescence;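 active = inhibition above about 35% when tested at 20 µM, limit read from the data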;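 also: plate controls were DMSO wells with enzyme for no effect and DMSO wells lacking enzyme for full effect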
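Test system: HK5 enzyme. Quantity: 5 µg/mL HK5 final. Reagent: glucose and ATP substrates. Schedule: 90 min reaction incubation at room temperature, dark. Technique: resazurin-to-resorufin fluorescence via G6PDH and diaphorase coupling, 525/613 nm. Control set: DMSO wells with and without enzyme mix.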
SENP7 block: blocks the human protease SENP7; Q9BQF6; recombinant SENP7, Z-RLRGG-aminoluciferin luminescence, 40 min; 1.5% of 330,000 active; inhibition, % at 5 µM;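 active = inhibition above about 50% at the single test dose, limit read from the data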;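 also: plate controls were DMSO with enzyme for no effect and no enzyme buffer wells for full effect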
Target sequence (Q9BQF6 706-1050 limits assumed): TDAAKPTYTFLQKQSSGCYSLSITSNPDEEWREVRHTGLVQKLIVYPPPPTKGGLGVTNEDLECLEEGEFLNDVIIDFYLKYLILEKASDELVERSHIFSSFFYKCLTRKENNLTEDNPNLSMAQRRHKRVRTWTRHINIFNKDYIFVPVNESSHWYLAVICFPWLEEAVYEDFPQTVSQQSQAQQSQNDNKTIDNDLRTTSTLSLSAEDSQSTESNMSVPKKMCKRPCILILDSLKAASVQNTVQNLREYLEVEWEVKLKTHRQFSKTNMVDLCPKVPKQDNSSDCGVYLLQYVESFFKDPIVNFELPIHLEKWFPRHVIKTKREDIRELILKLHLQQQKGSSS
SENP8 block-1: blocks human SENP8 cleavage of Nedd8 substrate | 0.64% of 360,000 active | inhibition, % at 20 µM | recombinant SENP8, Nedd8 substrate fluorescence | AID 602440; in the data active = inhibition mostly above about 40%, no sharp cut-off; inactive = mostly below about 27%
PfG6PD inh: PfG6PD (Plasmodium falciparum) enzyme inhibition | PfGluPho enzyme, NADPH resazurin-diaphorase fluorescence | inhibition, % at 20 µM | 0.78% of 350,000 active;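 active = inhibition reaching at least a set limit at 20 µM in the primary screen, cut at about 59% in these data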;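 also: 0% = DMSO wells with substrate and 100% = DMSO wells lacking glucose-6-phosphate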
Apaf-1 inh: human Apaf-1 inhibition; O14727; reconstituted apoptosome caspase-3 activity, DEVD-Rh110 fluorescence; inhibition, % at 20 µM; 0.71% of 330,000 active; active = inhibition of at least 40% at 20 µM;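 also: plate controls were DMSO wells for no effect and DEVD-CHO caspase inhibitor wells for full effect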
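System – cell-free apoptosome with Apaf-1, procaspase-3 and caspase-9 · Buffer or medium – pH 7.5 Hepes buffer with CHAPS, BSA, DTT · Also added – cytochrome c with DEVD-Rh110 · Times – 30 min compound preincubation, 50 min activation, room temperature · Technique – Rh110 fluorescence intensity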
SENP1 FRET inh: blocks the human SENP1 SUMO protease catalytic domain. Q9P0U3. recombinant SENP1 catalytic domain, CyPet-SUMO1-YPet FRET cleavage. inhibition, % at 10 µM. 0.21% of 360,000 active. AID 624204;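 active = inhibition at least 30% at 10 µM, raw YFP signal under a set limit, fluorescence ratio 0.5 to 1.5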;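 also: 0% = enzyme with DMSO and 100% = no enzyme wells; some results filed as inactive read as strong as hits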
Target sequence (Q9P0U3 419-644 limits assumed): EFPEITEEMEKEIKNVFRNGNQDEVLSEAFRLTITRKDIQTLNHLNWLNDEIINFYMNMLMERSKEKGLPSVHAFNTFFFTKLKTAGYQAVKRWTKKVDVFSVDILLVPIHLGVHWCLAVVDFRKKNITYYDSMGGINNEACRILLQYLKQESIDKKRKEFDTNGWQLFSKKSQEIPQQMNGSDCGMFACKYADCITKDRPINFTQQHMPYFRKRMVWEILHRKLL
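system = hSENP1 catalytic domain, recombinant | reagent = SFCypet-SUMO1-SFYpet substrate at 25 nM | doses = one dose per compound, 10 µM, 0.5% DMSO | incubation = enzyme reaction for 50 min at room temperature, dark | measured by = FRET, CFP and YFP emission | controls = no-enzyme low, enzyme-DMSO high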
SENP8 block-2: inhibitors of human SENP8 protease. purified SENP8, Z-RLRGG-aminoluciferin cleavage, luminescence. inhibition, % at 10 µM. Q96LD8. 1.2% of 330,000 active. AID 2540; in the data active = inhibition above about 50%
SENP6 inh: inhibitors of human SENP6 protease; 1.8% of 330,000 active; Q9GZR1; inhibition, % at 10 µM; Recombinant SENP6 catalytic domain, aminoluciferin luminescence;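 active = inhibition above about 50% at the single tested dose, limit read from the data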;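 also: plate controls were DMSO wells with enzyme for no effect and DMSO wells lacking enzyme for full effect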
Target sequence (Q9GZR1 628-1112 limits assumed): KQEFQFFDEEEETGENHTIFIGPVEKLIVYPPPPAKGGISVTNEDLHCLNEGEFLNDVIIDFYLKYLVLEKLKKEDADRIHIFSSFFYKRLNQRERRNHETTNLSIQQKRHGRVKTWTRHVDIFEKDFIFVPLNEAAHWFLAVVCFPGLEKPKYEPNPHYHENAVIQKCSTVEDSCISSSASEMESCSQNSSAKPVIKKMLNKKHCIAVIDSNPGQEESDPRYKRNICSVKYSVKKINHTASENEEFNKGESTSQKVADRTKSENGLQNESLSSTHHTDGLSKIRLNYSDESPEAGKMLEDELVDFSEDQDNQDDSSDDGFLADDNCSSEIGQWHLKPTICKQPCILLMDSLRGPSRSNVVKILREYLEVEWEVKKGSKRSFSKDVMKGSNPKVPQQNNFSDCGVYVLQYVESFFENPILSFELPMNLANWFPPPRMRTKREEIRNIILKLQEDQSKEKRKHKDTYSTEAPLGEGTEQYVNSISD
Active calls of the source: *; . = not tested or not shown.

SMILES,HKDC1 inhibitor,SENP7 block,SENP8 block-1,PfG6PD inh,Apaf-1 inh,SENP1 FRET inh,SENP8 block-2,SENP6 inh
CC(C)(C)OC(=O)N1CCC(C(=O)Nc2cccc(C(=O)NC3CC3)c2)CC1,-5,.,-3,-1,.,0,.,.
CCN(C(=O)CSc1ncn[nH]1)c1cccc2ccccc12,1,-1,-8,26,0,1,-9,-3
COc1cccc2cc(-c3cc(=O)oc4cc(C)c(O)cc34)oc12,6,2,2,-19,7,2,-2,1
CCOc1ccc(S(=O)(=O)n2ccc(C)n2)cc1,-4,2,9,14,-6,3,3,12
CC(C)c1ccc(OCCCCN2CCCCC2)cc1,5,-2,17,-23,0,0,5,11
CCOc1ccc2nc(NC(=O)c3c([N+](=O)[O-])cnn3CC)sc2c1,-7,1,14,-19,3,2,-1,7
CCCc1nnc(NC(=O)C2CCN(C(=O)c3ccco3)CC2)s1,0,2,11,-24,6,-2,0,21
N#Cc1ccc(C(=O)NN2C(=O)NC3(CCCCC3)C2=O)cc1,-6,-10,-4,-23,4,0,-2,-13
NC(=O)C1(N2CCCCC2)CCN(C(=O)CSc2nc3ccccc3o2)CC1,-7,5,10,-17,-2,1,-3,8
CCc1nc(CN2CCN(c3ccc(C(F)(F)F)cn3)CC2)c(C)[nH]1,-2,-2,11,-6,9,-1,-7,-44
O=C(CN1C(=O)c2ccccc2C1=O)NC1CCCCCC1,-1,-3,14,-9,-5,0,5,-16
CCN(Cc1ccccc1)S(=O)(=O)CCNC(=O)c1ccc(OC)cc1,-4,-7,6,10,-6,1,-9,-8
O=C(COc1ccc(S(=O)(=O)NCc2ccccc2)cc1Cl)NCc1ccccn1,-5,0,11,-5,5,1,6,13
COc1ccccc1CNC(=O)CSc1ccsc1[N+](=O)[O-],0,8,20,-1,3,-3,-15,-32
COc1cccc(/C=N/N2CCN(c3ccccc3OC)CC2)c1,-2,15,9,7,8,2,1,14
Cc1nc2c(C(=O)NCCC(C)C)c[nH]n2c(=O)c1Cc1ccccc1F,-6,-3,-182,-19,25,-1,13,-26
Cc1ccc(S(=O)(=O)N(C)C)cc1NC(=O)C(C)N(C)CCOc1ccc(Cl)cc1 (configuration not stated),-4,5,10,3,19,3,3,5
O=C(CSc1nnc(-c2cccc(S(=O)(=O)N3CCOCC3)c2)n1C1CCCCCC1)NCc1ccccc1,-6,-7,8,1,3,0,-3,-9
Cc1c(NC(=O)OCc2ccccc2)c(=O)n(-c2ccccc2)n1C,-4,1,1,7,-2,1,0,-1
CCC(C)n1c(=N)c(C#N)cc2c(=O)n3cc(C)ccc3nc21 (configuration not stated),13,5,-89,-11,-3,-50,7,-19
CN(CC(=O)O)c1ccc(C(F)(F)F)cc1[N+](=O)[O-],-4,0,6,-18,8,-2,-3,12
CC(C)c1ccc(S(=O)(=O)c2cnc(=S)[nH]c2N)cc1,4,-1,4,-3,2,2,-3,-14
CCCCNC(=O)N(O)C1N(/N=C/c2ccco2)C(=S)SC1(C)C (configuration not stated),-6,-11,18,0,4,1,-8,-25
O=C(C1=C[C@H](c2ccccc2)C[C@H](OCCCCO)O1)N1CCN(Cc2ccccc2)CC1,-3,5,6,9,5,-8,-5,-7
COc1ccc(CN2CCN(C(=O)CCC(=O)Nc3nnc(C(F)(F)F)s3)CC2)cc1F,0,4,19,-15,0,2,4,4
COc1cc(CNc2ccc(N3CCCC3)cc2)ccc1OCc1ccccc1F,3,.,-412,97*,.,-27,.,.
CC(=O)c1ccc(NC(=O)CSc2nc3[nH]c(=O)cc(O)c3s2)cc1,2,.,14,-27,.,-8,.,.
CC(C)(C)NC(=S)N1CCC(C(=O)c2ccc(F)cc2)CC1,4,4,-1,-12,-7,0,6,-25
CN(Cc1ccccc1)C(=O)COC(=O)c1cc([N+](=O)[O-])ccc1N1CCOCC1,-2,-4,10,11,1,1,-13,0
COc1ccc(-c2cc(C(=O)Nc3ccccc3SC)no2)cc1OC,-11,0,-32,17,-13,0,0,-13
COc1ccc(S(=O)(=O)Nc2cc(C(=O)NC(C)C)ccc2N2CCOCC2)cc1,-10,-12,17,-4,-6,2,-3,-24
O=[N+]([O-])c1cc2c(cc1/C=N/n1c(-c3ccccc3)n[nH]c1=S)OCO2,6,-1,12,38,11,-6,3,-1
Cc1ccc(/C(N)=N/OC(=O)COc2ccccc2Cl)cc1,-1,23,16,23,16,3,4,5
O=C(NCc1ccccn1)c1cccc(S(=O)(=O)Nc2ccccc2Cl)c1,-9,7,2,-7,-2,-1,-1,-1
COCc1c(C(=O)N2CCN(c3ncccn3)CC2)oc2ccccc12,-5,0,-18,-6,-10,-3,1,-5
CC1CCN(C(=S)c2cn(Cc3ccccc3F)c3ccccc23)CC1,3,6,32,9,17,2,-2,-7
COc1cc(OC)c(OC)cc1CNCc1ccco1,-3,-1,18,-8,0,2,-5,0
O=C1NC(=O)/C(=C\c2ccsc2)N1,-6,-34,4,-4,2,2,-7,15
COc1ccccc1NC(=O)N(Cc1ccco1)Cc1cc2cccc(C)c2[nH]c1=O,4,-2,-29,0,13,2,-1,-1
COc1cc(NC(=O)COc2ccc(Cl)cc2)ccc1-c1cc2ccccc2oc1=O,-3,-6,-408,-3,1,-35,-6,-9
O=C(CSc1nccc(=O)[nH]1)Nc1ccc(S(=O)(=O)N2CCOCC2)cc1,-7,0,0,6,-6,0,0,-21
Cc1ccc(C)c(OC(=O)c2cccc(S(=O)(=O)N3CCN(C)CC3)c2)c1,-5,-3,10,0,5,1,1,1
CC(c1ccccc1)c1nnc(NC(=O)c2ccc3c(c2)OCO3)s1 (configuration not stated),-5,3,-7,22,12,-27,-1,6
COc1cccc(CNC(=O)CCCSc2ccccc2)c1,-3,-13,-19,12,4,-4,-3,-11
CC(=O)c1ccc(S(=O)(=O)NCc2cccnc2)cc1,-9,-4,12,-4,0,1,-9,5
COc1ccc(-c2nc(CS(=O)CC(=O)NCc3ccc(Cl)cc3)c(C)o2)cc1OC (configuration not stated),-2,-4,2,-11,5,2,4,-9
CC(C)N(Cc1ccccc1)C(=O)COC(=O)/C=C/c1cnc2ccccc2n1,2,-1,-158,-2,-7,-4,1,1
CC(C)(C)c1ccc(C(=O)NCC(=O)OCN2C(=O)c3ccccc3C2=O)cc1,1,2,17,-8,-3,2,4,15

An excerpt of these results, field by field:
COc1ccc(-c2nc(CS(=O)CC(=O)NCc3ccc(Cl)cc3)c(C)o2)cc1OC (configuration not stated)
  HKDC1 inhibitor: -2
  SENP7 block: -4
  SENP8 block-1: 2
  PfG6PD inh: -11
  Apaf-1 inh: 5
  SENP1 FRET inh: 2
  SENP8 block-2: 4
  SENP6 inh: -9

CC(c1ccccc1)c1nnc(NC(=O)c2ccc3c(c2)OCO3)s1 (configuration not stated)
  HKDC1 inhibitor: -5
  SENP7 block: 3
  SENP8 block-1: -7
  PfG6PD inh: 22
  Apaf-1 inh: 12
  SENP1 FRET inh: -27
  SENP8 block-2: -1
  SENP6 inh: 6

(listing goes on)
SMILES,HKDC1 inhibitor,SENP7 block,SENP8 block-1,PfG6PD inh,Apaf-1 inh,SENP1 FRET inh,SENP8 block-2,SENP6 inh
COc1ccc(CCC(=O)O)c(O)c1,4,3,30,-5,-14,-1,-1,0
Cc1ccc(S(=O)(=O)N(C)C)cc1NC(=O)c1cccnc1Oc1ccccc1,-4,3,7,4,-16,0,-4,-18
CCN(C(=O)COc1nc(C)cc(C)c1C#N)c1ccccc1,-6,-2,33,-9,6,1,7,-4
CN(C)CCN(C(=O)c1ccc(N2C(=O)CCC2=O)cc1)c1nc2cc3c(cc2s1)OCCO3,.,-1,.,.,10,.,-12,-16
Cc1ccc(OC/C(O)=C(\C#N)c2nc3ccccc3s2)cc1,-3,19,2,-6,0,-2,76*,70*
CC(C)N(C(=O)Cn1c(Cl)nc2ccccc21)C(C)C,-4,-5,12,-2,4,1,-10,10
CN(C)c1ccc(/C=C/C(=O)c2ccc(C(C)(C)C)cc2)cc1[N+](=O)[O-],7,3,33,10,26,8,-7,-40
COCCn1ccc2c(OCC(=O)NCCc3ccc(OC)c(OC)c3)cccc2c1=O,-4,-3,-37,9,-4,0,5,9
CCCCOC(=O)c1ccc(OC(=O)c2cccnc2)cc1,-1,9,20,-13,10,2,-16,-17
CC(C)C[C@@H]1NC(=O)[C@H](Cc2ccc(O)cc2)NC(=O)[C@H](CCC(N)=O)NC(=O)c2cc([N+](=O)[O-])cc(I)c2NCC[C@@H](C(N)=O)NC1=O,.,-5,.,.,10,.,-3,-4
CCN(CC)C(=O)Oc1ccc(Cl)c2cccnc12,-8,3,-9,5,-19,1,0,-5
COc1ccc(CC(=O)Nc2ccncc2Cl)cc1,-7,-2,-4,-2,-2,3,-1,0
O=C(c1ccnc(Cl)c1)N1CCCC(Nc2ccc(F)cc2)C1 (configuration not stated),5,0,2,8,-1,1,2,-2
O=C(CSc1ccc(-c2ccccc2)nn1)NCc1ccco1,-5,-5,14,12,5,-2,-12,-14
CC12CCC(=O)N1C(C(=O)Nc1ccccc1N1CCCCC1)CS2 (configuration not stated),0,-6,-1,-14,48*,1,-15,-8
O=C(Nc1cccc(Cl)c1)OCCOc1ccccc1,-2,.,-2,21,.,2,.,.
O=C(CCN1C(=O)/C(=C/c2ccccc2F)SC1=S)NCCc1ccc(O)cc1,6,-1,16,1,9,2,4,-8
Cc1onc(C(=O)Nc2c(C)n(C)n(-c3ccccc3)c2=O)c1[N+](=O)[O-],-5,2,7,11,-14,-3,5,9
Clc1ccc2c(c1)c1ccccc1n2CN1CCOCC1,-5,9,13,-16,5,1,1,7
CCCN(Cc1nnc(-c2ccccc2Cl)o1)C(=O)c1cc(S(=O)(=O)N2CCOCC2)ccc1F,-4,0,-2,7,5,-4,-3,2
Cc1cc(C)c(N=C2C(=O)Nc3ccccc32)c(C)c1,2,-7,9,-17,9,2,-5,-14
Cc1ccc(/C=N/NC(=O)c2cccc3ccccc23)o1,-5,2,-18,2,-3,1,-5,-7
C=CCn1c(=O)c2ccccc2n2c(SCC(=O)N3CCCc4ccccc43)nnc12,-6,-3,-21,-10,14,-1,-12,-6
O=C(CN1C(=O)NC2(CCCC2)C1=O)OCCOc1ccccc1Cl,-1,1,9,-1,2,3,6,-7
Clc1ccc2[nH]cc(-c3nnnn3-c3ccccc3)c2c1,8,22,23,96*,13,1,1,9
CC(C)c1ccc(NC2CCCN(C(=O)c3ccsc3)C2)cc1 (configuration not stated),7,-5,11,-2,-3,-1,4,-5
FC(F)(F)c1ccc(Cl)c(-n2c(Cc3cccs3)n[nH]c2=S)c1,-4,3,26,46,-13,1,0,-4
Cc1ccc(CN(c2ccc(C(=O)N3CCOCC3)cc2)S(C)(=O)=O)cc1,-3,-10,22,-21,8,0,-9,-23
O=C(Cc1c(Cl)cccc1Cl)NC1=NCCS1,.,-3,-6,.,6,-1,-3,-13
O=C(NCC(=O)N1CCCCCCC1)c1cccc([N+](=O)[O-])c1,-3,2,-1,-9,23,1,-6,-14
Cc1ccc(C)c(-c2nnc(NC(=O)c3ccc([N+](=O)[O-])o3)o2)c1,2,8,-6,-12,13,-12,-3,15
Cc1cnc(C(=O)NC2CC(C)(C)Cc3c2cnn3-c2cccc(F)c2)cn1 (configuration not stated),-3,-2,-12,-9,-1,0,4,-8
Cc1ccc(C(=O)NCCNC(=O)c2ccco2)cc1C,-6,-2,10,3,-1,0,6,22
CCOc1cccc(C(=O)NC2CCCCC2)c1,-12,7,12,8,-17,2,9,-10

Compound activity from PubChem.
